Bioassay records as filed in PubChem.
All columns: NCI-60 one-dose screen, growth in % after 48 h at 10 µM unless noted; 100 = growth as untreated, 0 = no growth, -100 = all killed.
M14 = M14 melanoma | 6.2% of 80,000 active | AID 1794745
HOP-92 = HOP-92 NSCLC cells; 6.3% of 71,000 active; AID 1794738
EKVX = EKVX NSCLC; 3% of 71,000 active
SK-MEL-5 = SK-MEL-5 melanoma; 6.4% of 80,000 active; AID 1794755
HOP-62 = HOP-62 NSCLC; 3.9% of 80,000 active
A549/ATCC = A549/ATCC NSCLC; 3.7% of 81,000 active; AID 1794740
CCRF-CEM = CCRF-CEM leukemia | 7% of 77,000 active | AID 1794778
SK-MEL-28 = SK-MEL-28 melanoma; 4.1% of 81,000 active; AID 1794761
* = called active by the depositor; . = no result given; & = joins results of further samples. Rule for the calls: active = growth percent below 10; inactive = the rest. The order is random. About 12% of those tested had a hit in this group.

SMILES	M14	HOP-92	EKVX	SK-MEL-5	HOP-62	A549/ATCC	CCRF-CEM	SK-MEL-28
CSc1ccc(/C(=N/N=C(N)N)c2ccccc2)cc1	9.7*	34	48	18	49	27	11	66
CC(=O)OC(C)C(=O)NCC(C)O (stereo unspecified)	98	98	.	.	100	108	99	105
C[C@]12CC(=O)C[C@@H]1C[C@H]1CC[C@]3(C)CC4(C[C@H]3C[C@H]1C2)SCCS4(=O)=O (stereo partly specified)	100	.	99	.	90	92	88	107
COc1cc([C@@H]2c3cc4c(cc3[C@H](O)[C@H]3COC(=O)[C@H]23)OCO4)cc(OC)c1OC	6.4*	11	39	-25*	.	14	6.6*	59
Nc1ncnc2c1C(c1ccc(F)cc1)c1sc3c(F)cccc3c1O2 (stereo unspecified)	109	64	82	91	83	104	96	110
O=C(O)c1cccc([N+](=O)[O-])c1Br	110	99	119	104	.	107	107	109
C1CN(CSCN2CCOCC2)CCO1	96	.	.	114	97	99	.	111
O=C1C(Cl)=C(NCCc2ccccc2)C(=O)c2ccccc21	103	.	105	69	79	106	25	118
COc1ccc(C2CCCCC2)cc1	111	.	101	107	104	106	.	108
COc1ccc(C(=O)c2cc(OC)c(OC)c(OC)c2OC)cc1O	11	60	94	2.0*	42	51	.	46
Cn1c(=S)c2[nH]c(SCCN)nc2n(C)c1=O	110	87	96	115	117	108	100	123
OCC1(CO)CCCC(CO)(CO)C1O	95	92	107	113	100	97	.	100

2 records drawn at random from the list so far:
SMILES	M14	HOP-92	EKVX	SK-MEL-5	HOP-62	A549/ATCC	CCRF-CEM	SK-MEL-28
Cn1c(=S)c2[nH]c(SCCN)nc2n(C)c1=O	110	87	96	115	117	108	100	123
COc1ccc(C(=O)c2cc(OC)c(OC)c(OC)c2OC)cc1O	11	60	94	2.0*	42	51	.	46

(continued)
SMILES	M14	HOP-92	EKVX	SK-MEL-5	HOP-62	A549/ATCC	CCRF-CEM	SK-MEL-28
CCCCC1COc2cccc3c2N1C=C/C3=C\C(=O)n1ccc2ccccc21 (stereo unspecified)	56	63	83	78	79	79	67	92
CC1=CC(=O)C(CN(C)C)(CN(C)C)C(C)(C)C1	97	128	98	107	88	100	76	105
O=c1n(Cc2ccc(Cn3cnn(-c4ccccc4)c3=O)cc2)cnn1-c1ccccc1	99	91	94	107	83	97	88	108
N#CC(C#N)=Cc1nc(C2CCN(S(=O)(=O)c3ccc(F)cc3)CC2)n2ccccc12	108	.	114	99	121	107	100	106
CN1CCOC1c1ccc(C2OCCN2C)cc1 (stereo unspecified)	110	84	106	109	101	95	94	110
CC1(C)CC(=O)C2=C(C1)N(Cc1ccc(C(=O)O)cc1)C1=C(C(=O)CC(C)(C)C1)C2c1ccc([N+](=O)[O-])cc1	105	.	106	102	102	94	105	107
O=C(CN1CCCC1)Nc1nc(-c2ccc(Cl)cc2)cs1	100	.	.	93	82	100	.	107
O=C(/C=C/c1ccccc1)NC(=S)Nc1ncccn1	93	96	105	100	96	95	118	111
CCC(C)C(NS(=O)(=O)c1ccc(C)cc1)C(=O)O (stereo unspecified)	97	91	.	97	108	109	104	101
O=C1Nc2ccccc2/C1=C/c1ccc(CO)n1-c1ccc(O)cc1	.	90	90	88	87	100	101	106
CCn1cnc2c(=S)nc[nH]c21	110	123	116	106	104	102	131	120
CCc1cc(NC(=O)Cc2ccc(F)c(F)c2)n(-c2ccccc2)n1	.	106	94	.	119	98	99	107
COc1ccc2cc(-c3ccnc4c(N=Nc5ccc(C)cc5)c(-c5ccccc5)nn34)ccc2c1	85	92	98	87	93	85	80	98
CNc1ccc(CSc2ccc(Cl)cc2)cc1	103	.	104	98	87	94	33	112
CN1CCOc2c1cnn(CCO)c2=O	103	91	.	101	97	105	.	108
O=C1Nc2ccccc2C2(NCCNC2=O)N1 (stereo unspecified)	96	94	102	99	99	99	101	111
Cc1ccoc1C(=O)O	99	98	100	98	94	80	110	98
Cc1ccc(S(=O)c2ccc([N+](=O)[O-])c3nonc23)cc1 (stereo unspecified)	104	109	.	100	112	101	1.6*	105
NS(=O)(=O)c1ccc(Nc2nc(NNC(=O)CN3CCOCC3)nc(Nc3ccccc3)n2)cc1	98	104	94	100	99	100	105	107
NS(=O)(=O)c1ccc(N=Nc2sc(=O)[nH]c2S)cc1	84	84	89	90	103	103	73	107
Fc1ccc(CNc2c3ccccc3nc3ccccc23)c(F)c1	55	-2.6*	45	69	57	40	54	90
COc1ccc2nc(C)cc(Nc3cccc(O)c3)c2c1	91	77	.	90	97	101	89	114
CCC/C=C(\C)C(C#N)CC (stereo unspecified)	104	.	.	100	101	93	98	107
CC(C)OC(=O)CCCCCc1ccccc1	103	106	92	116	109	107	102	106
CC1CCCN(CC(O)CN2CCN(CC(O)CN3CCCC(C)C3)C(C)C2)C1 (stereo unspecified)	111	84	103	102	112	.	109	110
CC(Sc1nc2sc3c(c2c(=O)n1-c1ccc(Cl)cc1)CCCC3)C(=O)Nc1ccccc1Br (stereo unspecified)	94	88	83	66	85	89	74	107
C/C(=C\CCc1ccoc1)CC/C=C(\C)CCCN1CCCC1	88	64	.	69	86	87	39	91
CC(COc1cc(Cl)c(Cl)cc1Cl)OC(=O)C(C)Oc1cc(Cl)c(Cl)cc1Cl (stereo unspecified)	89	91	91	98	75	69	81	110
N#Cc1c(-c2ccccc2)[nH]c2ncc(-c3ccccc3)n2c1=O	91	81	75	88	76	91	104	102
CCCCCc1ccc(S(=O)(=O)Nc2cc(-c3csc(NC)n3)ccc2N2CCN(C)CC2)cc1	111	115	95	103	106	104	105	112
Cc1cccc(NC(=O)c2sc3nc4c(cc3c2N)CN(Cc2ccccc2)CC4)c1	106	100	.	103	110	84	99	103
CC(C)[N+](C)(C)CC(O)COc1cccc2ccccc12 (stereo unspecified)	107	81	101	107	106	101	88	113
O=C(CCCl)OCc1ccc([N+](=O)[O-])o1	101	102	102	100	99	97	101	124
CC(C)=CC/C=C(/C)[C@H]1CC[C@]2(C)[C@@H]1CC[C@@H]1[C@@]3(C)C/C(=C/c4ccccn4)C(=O)C(C)(C)[C@@H]3CC[C@]12C	57	72	74	19	74	71	61	75
COc1ccc(C)cc1NC(=O)Oc1ccc(C#N)cc1	90	.	.	100	104	99	.	101
CCOC(=O)C(CSC(c1ccccc1)(c1ccccc1)c1ccccc1)NC(=O)C(CSC(c1ccccc1)(c1ccccc1)c1ccccc1)NC(c1ccccc1)(c1ccccc1)c1ccccc1 (stereo unspecified)	111	.	.	99	101	95	100	100
CCOC(=O)c1sc2nc(-c3cnccn3)cc(-c3cccs3)c2c1N	97	105	105	100	99	83	96	97
COc1ccc(CSc2nc3ccc(C)cc3c(=O)n2-c2ccc(OC)cc2OC)cc1	98	92	.	100	107	102	106	101
Cc1ccc(Nc2cc(C)nc(NCCCNc3ccnc4cc(Cl)ccc34)n2)cc1	-86*	.	.	-100*	-12*	-69*	-28*	-100*
C=C=C(CCCC)C(=O)O	96	98	98	96	105	111	101	107
Cc1cc(OC(=O)Nc2ccccc2)ccc1Cl	124	80	95	94	94	95	92	95
CC1(C)C(=O)/C(=C\c2ccncc2)C[C@]2(C)[C@H]3CC[C@@H]4[C@@H](C(=O)/C=C\c5ccncc5)CC[C@@]4(C)[C@]3(C)CC[C@@H]12	96	98	88	95	117	87	91	108
O=c1[nH]c2ccccc2n1C1=CCNCC1	101	141	94	109	92	105	113	97
O=c1[nH]c(=S)[nH]c(=O)n1Cc1ccc(Cl)cc1	106	.	.	108	104	94	112	106
COc1cccc(-n2cc(C#N)c(N)c2C(=O)c2ccc(C#N)cc2)c1	93	92	99	100	103	102	106	114
c1ccc(CNCCc2ccccn2)cc1	97	97	94	99	95	97	91	104
O=C(O)CCNC(=O)c1nc(-c2ccccc2)n(-c2ccccc2)n1	105	.	100	101	.	76	.	117
COc1ccc(-c2cc(=O)c3c(C)cc(O)cc3o2)cc1OC	121	16	111	61	107	85	83	109

A different layout for 2 compounds above.
> O=c1[nH]c(=S)[nH]c(=O)n1Cc1ccc(Cl)cc1
  M14 = 106
  HOP-92 = .
  EKVX = .
  SK-MEL-5 = 108
  HOP-62 = 104
  A549/ATCC = 94
  CCRF-CEM = 112
  SK-MEL-28 = 106
> COc1cccc(-n2cc(C#N)c(N)c2C(=O)c2ccc(C#N)cc2)c1
  M14 = 93
  HOP-92 = 92
  EKVX = 99
  SK-MEL-5 = 100
  HOP-62 = 103
  A549/ATCC = 102
  CCRF-CEM = 106
  SK-MEL-28 = 114

Next section:
SMILES	M14	HOP-92	EKVX	SK-MEL-5	HOP-62	A549/ATCC	CCRF-CEM	SK-MEL-28
O=[N+]([O-])c1ccc(N/N=C/C2CCCCCC2)c([N+](=O)[O-])c1	85	83	85	97	97	80	52	100
Cc1ccc(-c2ccc(/C=C(\C#N)C(=O)c3c[nH]c4ccccc34)o2)cc1Cl	96	92	76	98	91	102	104	105
CCOC(=O)c1c(NCC(=O)Nc2cccc(Cl)c2)sc2c1CCCC2	83	96	90	85	79	101	58	89
O=C(O)CCN1C(=O)/C(=C/c2cc3cc4c(cc3nc2Cl)OCCO4)SC1=S	103	.	104	99	128	108	87	106
Cc1ccccc1S(=O)(=O)O	102	.	94	95	100	92	102	106
Cc1[nH]nc2ccc(-c3nc4cnc(N5CCN(C)CC5)cn4c3Nc3cccc(Br)c3)cc12	.	79	67	76	63	73	10	86
COc1ccc(OC)c2c1CCC1(C2)NC(=O)NC1=O (stereo unspecified)	105	69	.	101	95	99	.	106
COc1ccc(Oc2nccc(-c3cn(CC(N)=O)nc3-c3cc(C)cc(OC)c3)n2)cc1	115	74	101	104	102	100	105	106
COc1ccc(CNC(=O)NCc2ccc(OC)cc2)cc1	98	109	.	105	89	104	96	109
COc1ccc(CC(=O)NCCc2ccc3c(c2)OCO3)cc1OC	125	90	100	101	107	105	94	94
NNC(=O)C(c1ccccc1)c1ccccc1	103	72	101	97	99	86	90	104
C[C@]12CC[C@@H]3c4ccc(O)cc4CC[C@H]3[C@@H]1CC[C@@H]2NS(=O)(=O)c1ccc(F)cc1	80	.	.	76	105	64	68	103

Some values from the entries so far.
Fc1ccc(CNc2c3ccccc3nc3ccccc23)c(F)c1 – A549/ATCC = 40
CC1(C)C(=O)/C(=C\c2ccncc2)C[C@]2(C)[C@H]3CC[C@@H]4[C@@H](C(=O)/C=C\c5ccncc5)CC[C@@]4(C)[C@]3(C)CC[C@@H]12 – HOP-92 = 98
O=[N+]([O-])c1ccc(N/N=C/C2CCCCCC2)c([N+](=O)[O-])c1 – A549/ATCC = 80
Cc1ccc(-c2ccc(/C=C(\C#N)C(=O)c3c[nH]c4ccccc34)o2)cc1Cl – HOP-92 = 92

Continuation.
SMILES	M14	HOP-92	EKVX	SK-MEL-5	HOP-62	A549/ATCC	CCRF-CEM	SK-MEL-28
CC(=O)Oc1cc(CN(Cc2ccccc2)C(C)=O)c(OC(C)=O)cc1CN(Cc1ccccc1)C(C)=O	97	94	98	107	96	94	98	102
Cc1ccc(CCC(C)c2ccc(C)cc2)cc1 (stereo unspecified)	105	70	110	111	107	94	98	108
O=C(NS(=O)(=O)c1ccccc1)n1ccc2c(Cl)ccnc21	108	104	104	104	96	100	99	116
O=C(CN1C(=O)S/C(=C\C(Cl)=C\c2ccccc2)C1=O)NCCc1ccc(O)cc1	-27*	16	44	46	43	49	6.2*	21
CC(C)(C)c1ccc(OCCCl)c(Cl)c1	.	103	115	102	104	102	94	107
CN(C)c1ccc(C2OC34CCCCC3C(C#N)(C(=N)O4)C2(C#N)C#N)cc1 (stereo unspecified)	96	.	103	100	101	90	105	106
O=c1oc(C(F)(F)F)nc2ccc(Cl)cc12	100	112	110	100	110	104	108	108
CCOC(=O)/C=C/c1ccccc1[N+](=O)[O-]	105	109	100	110	95	104	111	106
CC1=NN(c2cccc(S(=O)(=O)O)c2)C(=O)C1	98&103	94&96	103&96	103&106	102&104	103&100	98&99	113&105
[BH3-][NH2+][BH2-][NH2+][BH2-][NH3+]	100	116	.	104	109	96	101	108
CC(C)C/C(=C\C(=O)O)C(=O)O	99	101	97	101	97	99	100	108
O=C1CCCc2ccc3ccccc3c21	116	89	96	.	105	99	87	113

The final two records of the section before come first, to join the parts.
SMILES	M14	HOP-92	EKVX	SK-MEL-5	HOP-62	A549/ATCC	CCRF-CEM	SK-MEL-28
CC(C)C/C(=C\C(=O)O)C(=O)O	99	101	97	101	97	99	100	108
O=C1CCCc2ccc3ccccc3c21	116	89	96	.	105	99	87	113
Cc1ccc(-c2cc(-c3cccn3C)[nH]c(=O)c2C#N)cc1	93	94	84	99	102	94	96	112
Oc1ccc(C(O)(c2ccccc2)c2ccccc2)cc1	99	.	.	104	79	92	87	108
COc1ccc(NC(=O)[C@H](Cc2ccccc2)NC(=O)OC(C)(C)C)cc1C(=O)Nc1cccc(C2CC(=O)c3c(cc(OC)c(OC)c3OC)O2)c1 (stereo partly specified)	107	79	95	84	109	91	89	105
CC(C)(CO)C(O)C(=O)NCCS(=O)(=O)Nc1ccc(Br)cn1 (stereo unspecified)	93	102	102	99	111	95	108	104
NC(N)=N/N=C/c1ccncc1	106	111	112	117	95	103	.	114
CC(C)=CN1CCCCC1	100	83	.	99	95	.	.	102
O=C(O)Cc1c(-c2noc(-c3ccccc3)c2CC(=O)O)noc1-c1ccccc1	96	107	97	102	101	98	101	104
CC(C)CCCC(C)C/C=C\C=O (stereo unspecified)	104	100	90	97	96	92	102	104
COc1cccc(/C=C2\Oc3cc(OCCCN4CCCCC4)ccc3C2=O)c1	96	71	96	99	103	105	120	107
N#Cc1c(N)n2c(nc1=Nc1ccc(Cl)cc1)sc1cccc(Cl)c12	90	76	76	52	85	90	73	89
C=C(C)[C@@H]1CC[C@]2(COP(=O)(OCC)OCC)CC[C@]3(C)[C@H](CC[C@@H]4[C@@]5(C)CC[C@H](OP(=O)(OCC)OCC)C(C)(C)[C@@H]5CC[C@]43C)[C@@H]12	52	42	27	12	63	28	39	78
